# Ecoli WT growth: blocks growth of wild type E. coli BW25113. E. coli BW25113 growth inhibition, OD600. inhibition, % at 10 µM. 0.05% of 20,000 active. AID 552; in the data active means inhibition above about 40%;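 further: bacteria exposed to compound for 20 hours at 37 °C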
#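 Material: bacterial strain in a whole-cell growth screen; Amount: inoculum from a 1:1000 dilution of a 1.5 h subculture; Buffer or medium: LB plus kanamycin 50 µg/mL; Dosing: one dose, 10 µM final; Times: compound exposure of 20 h at 37 °C; Measured by: absorbance at 615 nm as a measure of bacterial growth.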
# Numbers without * were called inactive. The list is partial; rates above refer to the full screens.
SMILES,Ecoli WT growth
COc1cccc(CNc2ccc(S(=O)(=O)Nc3nccs3)cc2)c1O,-19
Cn1c(-c2ccccc2)cc(=O)c2ccccc21,11
Cc1ccc(S(=O)(=O)N2CCN(C(=O)CSC3CCCC3)CC2)c(C)c1,1
CC(C)NC(=O)c1ccc2c(c1)nnn2C,8
Cc1onc(-c2ccccc2)c1C(=O)N[C@@H]1C(=O)N2[C@@H]1SC(C)(C)[C@@H]2C(=O)O,0
CC1(C)CNC(=O)CC(C)(C)N1O,7
COc1ccc(C)cc1S(=O)(=O)N(C)CC(=O)NCc1ccco1,-19
O=C(Nc1ccc(S(=O)(=O)NC2CCCC2)cc1)c1cnccn1,-7
Cc1ccc2c(c1)CCCN2C(=O)c1ccncc1,-4
Cc1noc(C)c1C(=O)Nc1ccccc1-c1ccccc1,-14
O=C(CSc1nnc(-c2cccs2)n1-c1ccccc1)NCc1ccc2c(c1)OCO2,-16
CCOc1ccc(Cl)cc1S(=O)(=O)N1CCN(c2ccc(F)cc2)CC1,-22
COc1cc(OC)cc(C(=O)N2CCN(C(=O)c3cccc(F)c3)CC2)c1,-20
O=C(C1CC1)N(Cc1ccco1)c1nc(-c2ccccc2)cs1,20
O=C(Cc1cccs1)N(c1ccccc1)C1C=CS(=O)(=O)C1 (stereo not drawn),-1
CCCOc1ccc(N2C(=O)CC(NCc3ccncc3)C2=O)cc1 (stereo not drawn),2
CC(=O)c1cn(CC(=O)NCC2CCCO2)c2ccccc12 (stereo not drawn),4
CC(C(=O)Nc1ccccc1-c1ccccc1)N1CCOCC1 (stereo not drawn),0
CCOC(=O)N1CCN(C(=O)CCc2ccc(S(=O)(=O)NCCc3ccccc3)cc2)CC1,-6
CCc1ccc(CN(C)CCc2ccccn2)cc1,6
Brc1ccc2[nH]ncc2c1,-2
COCCNC(=O)CN(c1ccc(C)cc1)S(=O)(=O)c1ccccc1,-17
COC(=O)c1ccccc1NC(=O)NCc1cccnc1,-8
Oc1ccccc1Cn1c(-c2ccccc2O)nc2ccccc21,-16
COc1ccc(C(=O)Nc2nc3cc(OC)c(OC)cc3c(=O)[nH]2)cc1,12
# Later entries.
SMILES,Ecoli WT growth
O=C(Nc1ccc(CN2CCOCC2)cc1)c1cccs1,-8
CC(Sc1nc(-c2ccccc2)cc(C(F)(F)F)n1)C(=O)N1CCCC1 (stereo not drawn),11
CCOc1ccc(NS(=O)(=O)c2cc(Cl)ccc2OC)cc1,1
O=C(NCc1ccccc1Br)c1ccco1,7
COc1ccc(S(=O)(=O)N2CCN(C3CCCCCCC3)CC2)cc1,2
CC(Oc1ccc(Cl)cc1Cl)C(=O)Nc1ccc(N2CCN(C)CC2)cc1 (stereo not drawn),-19
Cc1nn2c3c(cnc2c1-c1ccccc1)C(=O)CC(C)C3 (stereo not drawn),5
O=C(COc1ccc(S(=O)(=O)Nc2ccccc2)cc1)N1CCOCC1,-16
Cc1cccc2c1nc(-c1ccccc1)n1nnnc21,-29
O=C(Nn1cnnc1)c1ccccc1CCc1ccccc1,-15
CCNc1nc(OC)nc(SCC(N)=O)n1,-22
CCCN1CCC(NC(=O)Nc2ccc(F)cc2F)CC1,-4
CCNC(=O)N1C(CC(=O)OCC)C(=O)NC2CCCCC21 (stereo not drawn),0
N#Cc1c(NC(=O)CSc2nc(N)cc(=O)[nH]2)sc2c1CCCCCC2,8
CCOc1cc(S(=O)(=O)n2c(C)nc3ccccc32)ccc1F,-17
COC(=O)c1cc(NC(=O)CN2CCC(C(N)=O)(N3CCCCC3)CC2)cc(C(=O)OC)c1,-20
CCN1CCN(c2nc3c(c(=O)[nH]c(=O)n3C)n2CCSc2nc3ccccc3s2)CC1,-2
Cc1ccc(S(=O)(=O)N(C)Cc2cc3ccccc3[nH]c2=O)cc1,-2
Nc1nnn(Cc2ccccc2)n1,6
CCOC(=O)c1[nH]cc(-c2ccccc2)c1N1CCOCC1,-4
Cc1ccc(SC(C)c2nc(-c3ccccc3)no2)cc1 (stereo not drawn),-6
COCCNC(=O)Cn1nc(C(F)(F)F)c(Br)c1C,-2
CCOC(=O)CSc1cn2c(n1)CCC2,3
CCOC(=O)c1ccc(NC(=O)COc2ccc(-n3cnnn3)cc2)cc1,-5
Cc1ccc(NC(=O)CSC2=C(C#N)C(c3ccco3)C3=C(CC(C)(C)CC3=O)N2)cc1 (stereo not drawn),-21
# (next part)
SMILES,Ecoli WT growth
CCOc1cc(C(=O)N(C)c2ccccc2)cc(OCC)c1OCC,5
CCOc1ccc(S(=O)(=O)Nc2cc(OC)ccc2OC)cc1,6
O=c1[nH]c(-c2ccc(Cl)cc2)nc2c1cnn2-c1ccccc1,2
COc1ccc(C2C(C(=O)N3CCC(C)CC3)c3ccccc3C(=O)N2C)cc1 (stereo not drawn),-4
COc1ccc(Nc2nc(OC)nc(N3CCN(c4ccc(OC)cc4)CC3)n2)cc1,16
OC(COc1ccc2c(c1)CCC2)CN1CCN(c2ccccc2F)CC1 (stereo not drawn),-6
O=C(CN1CCN(c2ccccn2)CC1)N1c2ccccc2CCc2ccccc21,-4
Cc1cc2cc(CN(CC3CCCO3)C(=O)c3cnccn3)c(=O)[nH]c2cc1C (stereo not drawn),10
CCC(C(=O)Nc1nc(C)cs1)c1ccccc1 (stereo not drawn),-16
CCOc1ccc(Br)cc1-c1noc(-c2cccs2)n1,-16
CCC1(CC)C(=O)C(C)(C)C(=O)OC1c1ccccn1 (stereo not drawn),-15
CCn1c(SCC(=O)N2CCCc3ccccc32)nnc1-c1cccs1,-9
CCCCCn1c(CCNC(=O)CCC)nc2ccccc21,1
Cc1ccc(C(=O)CCC(=O)Nc2cccnc2)cc1C,-19
Cc1ccc(-c2noc(CN(C(=O)c3cccs3)C(C)C)n2)cc1,-13
CCOC(=O)N1CCN(C(=O)c2ccc3c(=O)n(CCc4ccccc4)c(=O)[nH]c3c2)CC1,7
CCOC(=O)c1cnc(-n2nc(C)cc2C)nc1N1CC(C)OC(C)C1 (stereo not drawn),2
O=C(NC(C(=O)c1ccccc1)N1CCOCC1)c1cccs1 (stereo not drawn),6
CCc1nc(CNC(=O)c2cc(OC)c(OC)c(OC)c2)no1,-19
Cc1ccc2cc(C(c3nnnn3CC3CCCO3)N3CCCC4(CCCCC4)C3)c(=O)[nH]c2c1 (stereo not drawn),-6
CN(C)S(=O)(=O)c1ccc(S(=O)(=O)N(Cc2ccco2)Cc2ccccc2Cl)cc1,3
CC1(C)C(=O)C2(CCCCC2)C(=O)OC1c1ccc(O)cc1 (stereo not drawn),-19
O=C(Nc1ccc(Cl)cc1C(=O)NCCN1CCOCC1)c1ccco1,3
CCn1nccc1C(=O)Nc1ccc(Cl)cc1Cl,2
O=C(NCc1nc2ccccc2[nH]1)c1ccc(Cl)c(S(=O)(=O)N2CCCC2)c1,7
# (listing goes on)
SMILES,Ecoli WT growth
CCn1c(C)c(CCC(=O)O)c(=O)n2nc(-c3ccccc3OC)cc12,1
Cc1nc2cc(C(=O)O)ccc2n1-c1ccc(F)cc1F,-2
COc1ccc2c(c1)c1ccccc1n2C,-21
Nc1nnc(SCc2cccnc2)s1,-17
Cc1cc(-n2c(C)cc(C(=O)CSc3nc4ccccc4c(=O)n3Cc3ccco3)c2C)no1,-4
Cc1ccc(CNc2ccc3c(c2)ncn3C)cc1,-15
CCCn1c(N)c(C(=O)CSc2nnc(Cc3ccccc3)o2)c(=O)n(C)c1=O,3
CN(Cc1ccccc1)C(=O)c1cccc(NC(=O)c2ccco2)c1,-20
O=C(CSc1nnc2ccccn12)c1ccccc1,2
N#Cc1c(-c2ccccc2)nc(N2CCCCCC2)[nH]c1=O,0
O=C(NCCOc1ccccc1)c1n[nH]c(=O)c2ccccc12,-14
O=C(CSc1nnnn1C1CC2CCC1C2)Nc1ccnc2ccccc12 (stereo not drawn),-22
COc1ccc(Cn2nnnc2C(c2cc3cc(C)cc(C)c3[nH]c2=O)N2CCOCC2)cc1 (stereo not drawn),15
CCCCCCOC(=O)C(C#N)c1nc2ccccc2nc1N1CCCCC1 (stereo not drawn),2
CS(=O)(=O)N1CCC(C(=O)NCc2ccco2)CC1,-17
O=C(Cn1nc(C(F)(F)F)c2c1CCCC2)NCCN1CCOCC1,-4
C=CCn1c(SCC(=O)c2ccccc2)nnc1-c1cc2ccccc2o1,-22
O=C(Nc1nccs1)C1C2/C=C\CCCCC21 (stereo not drawn),7
O=C(NCc1cccs1)c1cnn2cccnc12,-19
CCCn1c(=NC(=O)c2ccncc2)c(C(=O)OCC)cc2c(=O)n3cccc(C)c3nc21,-20
CCCC(=O)c1c(NC(C)C)cc(C)oc1=O,-4
Cc1ccc(C)c(N(CC(N)=O)S(C)(=O)=O)c1,-22
Cc1nnc(SCC(=O)Nc2c(Cl)cccc2Cl)[nH]c1=O,6
c1ccc(-c2noc(C34CC5CC(CC(C5)C3)C4)n2)nc1,-1
CC(C)N(Cc1nc(-c2ccccc2)no1)C(=O)c1ccc(Br)o1,-18
# (further entries)
SMILES,Ecoli WT growth
Cc1nc(NCc2ccccc2)[nH]c(=O)c1CCC(C)C,-22
O=C(O)c1cccc(S(=O)(=O)NCC2CCCO2)c1 (stereo not drawn),-21
CCSc1ncc(C#N)c(=O)[nH]1,3
Cc1cc2nc(SCC(=O)O)nc(C)c2cc1C,-12
CCOC(=O)Cn1nnc(-c2ccc(SC)cc2)n1,3
CCSCCC(NC1=CC(=O)CC(C)(C)C1)C(=O)O (stereo not drawn),8
COc1ccc(Cl)cc1N(CC(=O)Nc1ccccc1SC)S(C)(=O)=O,1
Fc1ccccc1CSc1nnc(Cn2cnc3ccccc32)n1-c1ccccc1,-14
O=C(Nc1ccc(Cl)cc1)C1CC=CCC1C(=O)OCC(F)(F)C(F)F (stereo not drawn),-1
O=C(c1ccco1)N1CCN(C(=O)c2ccc(Cn3cc(Br)cn3)o2)CC1,-3
O=C(NCCC1=CCCCC1)c1cnsn1,-3
O=C(Nc1ccc(-c2nc3ccccc3[nH]2)cc1)C1CCCO1 (stereo not drawn),-8
Cc1ccccc1OCC(O)CN (stereo not drawn),18
Cc1cc(-c2ccccc2)c2c3c(cn2n1)c(=O)n(C)c(=O)n3C,-7
COc1cc(C2C(C#N)=C(C)NC3=C2C(=O)CC(C)(C)C3)ccc1O (stereo not drawn),5
CC(=O)N1CCc2c(sc(NC(=O)c3ccc(S(=O)(=O)N(C)C)cc3)c2C#N)C1,1
CNC(=O)CN(C)S(=O)(=O)c1ccc(OC)c(Cl)c1,-20
O=C(Nc1ccc(CN2CCCCC2)cc1)c1ccc2c(c1)OCO2,-9
CCOC(=O)c1ccc(COC(=O)c2cc(=O)[nH]c3ccccc23)o1,-13
c1ccc(-c2noc(CSc3nnc(Cc4cccs4)n3-c3ccccc3)n2)cc1,-2
O=C1C2ON(c3ccc(Cl)cc3)C(c3ccco3)C2C(=O)N1c1ccccc1 (stereo not drawn),-5
COc1ccc(C2/C(=C(/O)c3cnn(-c4ccccc4)c3C)C(=O)C(=O)N2CCN(C)C)cc1OC (stereo not drawn),6
CCCc1nnc(SCc2ccc(C(=O)OC)o2)n1N,-14
CCOC(=O)c1cnc2nc(Cc3ccccc3)[nH]n2c1=O,-28
O=S1(=O)C=C(Sc2nnc(-c3ccccc3)o2)c2ccccc21,-7
# The listing continues:
SMILES,Ecoli WT growth
O=c1cc(-c2ccccc2)[nH]c2nc3ccccc3n12,-7
CN(C)S(=O)(=O)c1cccc(C(=O)Nc2cc(Cl)ccc2O)c1,-15
Cc1nnc(SCC(=O)NCCc2ccccc2)[nH]c1=O,-13
O=C(NS(=O)(=O)c1ccccc1)c1ccccc1F,-26
Cc1cc(NC(=O)Nc2ccccc2)n(-c2ccccc2)n1,-3
COc1ccc(Cn2c(-c3ccco3)nc3oc4ccccc4c(=O)c3c2=O)cc1,1
Cc1cc(Cl)cc(Br)c1OCCNCC(C)O (stereo not drawn),-15
COc1cc(C)nc(NS(=O)(=O)c2ccc(C)cc2)n1,18
COc1ccc2c(c1)c(CC(=O)O)c(C)n2C(=O)c1ccc(Cl)cc1,0
CCOC(=O)c1c(C)[nH]c(C(=O)Cn2c(=O)oc3ccccc32)c1C,3
CS(=O)(=O)N1CCC(C(=O)Nc2cc(C(F)(F)F)ccc2Cl)CC1,-16
COc1cccc(-c2nn(-c3ccccc3)cc2C(=O)NCC(=O)O)c1,-14

# Some of the entries so far, bar-delimited:
Compound | Ecoli WT growth
Cc1cc(NC(=O)Nc2ccccc2)n(-c2ccccc2)n1 | -3
O=C(Nc1nccs1)C1C2/C=C\CCCCC21 (stereo not drawn) | 7
CCSc1ncc(C#N)c(=O)[nH]1 | 3

# Molecules above with a Cl atom, in the order listed:
SMILES,Ecoli WT growth
CCOc1ccc(Cl)cc1S(=O)(=O)N1CCN(c2ccc(F)cc2)CC1,-22
CCOc1ccc(NS(=O)(=O)c2cc(Cl)ccc2OC)cc1,1
CC(Oc1ccc(Cl)cc1Cl)C(=O)Nc1ccc(N2CCN(C)CC2)cc1 (stereo not drawn),-19
O=c1[nH]c(-c2ccc(Cl)cc2)nc2c1cnn2-c1ccccc1,2
CN(C)S(=O)(=O)c1ccc(S(=O)(=O)N(Cc2ccco2)Cc2ccccc2Cl)cc1,3
O=C(Nc1ccc(Cl)cc1C(=O)NCCN1CCOCC1)c1ccco1,3
CCn1nccc1C(=O)Nc1ccc(Cl)cc1Cl,2
O=C(NCc1nc2ccccc2[nH]1)c1ccc(Cl)c(S(=O)(=O)N2CCCC2)c1,7
Cc1nnc(SCC(=O)Nc2c(Cl)cccc2Cl)[nH]c1=O,6
COc1ccc(Cl)cc1N(CC(=O)Nc1ccccc1SC)S(C)(=O)=O,1
O=C(Nc1ccc(Cl)cc1)C1CC=CCC1C(=O)OCC(F)(F)C(F)F (stereo not drawn),-1
CNC(=O)CN(C)S(=O)(=O)c1ccc(OC)c(Cl)c1,-20
O=C1C2ON(c3ccc(Cl)cc3)C(c3ccco3)C2C(=O)N1c1ccccc1 (stereo not drawn),-5
CN(C)S(=O)(=O)c1cccc(C(=O)Nc2cc(Cl)ccc2O)c1,-15
Cc1cc(Cl)cc(Br)c1OCCNCC(C)O (stereo not drawn),-15
COc1ccc2c(c1)c(CC(=O)O)c(C)n2C(=O)c1ccc(Cl)cc1,0
CS(=O)(=O)N1CCC(C(=O)Nc2cc(C(F)(F)F)ccc2Cl)CC1,-16

# Bioassay records from PubChem.
